Bcl-B Bim block = human Bim-Bcl-B interaction inhibition | Q9HD36 | bead-based flow cytometry, Bim peptide-Bcl-B binding | inhibition, % at 10 µM | 190,000 tested, 0.073% active;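 note: 0% = tracer peptide without compound and 100% = reference inhibitor peptide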
Mcl-1 Bim block = inhibitors of Bim-Mcl-1 interaction, human; Q07820; Bead-based flow cytometry, Bim peptide-Mcl-1 binding; inhibition, % at 10 µM; 190,000 tested, 0.1% active; AID 1009;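 note: 0% = no compound tracer wells and 100% = peptide blocker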
Target sequence (Q07820 whole entry, looked up): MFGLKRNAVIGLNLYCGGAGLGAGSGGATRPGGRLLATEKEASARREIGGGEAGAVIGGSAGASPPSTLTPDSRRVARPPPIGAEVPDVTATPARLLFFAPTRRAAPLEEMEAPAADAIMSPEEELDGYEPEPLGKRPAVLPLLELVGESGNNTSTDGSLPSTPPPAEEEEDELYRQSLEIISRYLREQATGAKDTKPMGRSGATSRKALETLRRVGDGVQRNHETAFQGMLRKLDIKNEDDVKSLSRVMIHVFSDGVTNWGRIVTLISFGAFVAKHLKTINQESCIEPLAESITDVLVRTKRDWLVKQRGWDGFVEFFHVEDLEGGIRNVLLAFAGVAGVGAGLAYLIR
Bim-Bcl-XL = disrupts Bim peptide binding to human Bcl-XL. bead flow cytometry, fluorescence. inhibition, % at 10 µM. 190,000 tested, 0.04% active. AID 1007
Target sequence (Q07817 whole entry, looked up): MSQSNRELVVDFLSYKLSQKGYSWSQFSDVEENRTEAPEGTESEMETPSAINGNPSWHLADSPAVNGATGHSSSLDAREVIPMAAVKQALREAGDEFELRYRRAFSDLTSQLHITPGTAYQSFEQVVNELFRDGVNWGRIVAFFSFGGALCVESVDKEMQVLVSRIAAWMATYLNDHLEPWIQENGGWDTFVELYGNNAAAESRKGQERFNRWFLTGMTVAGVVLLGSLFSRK
Bim-Bfl-1 = inhibitors of Bim-Bfl-1 interaction, human | Q16548 | Bead-based flow cytometry, Bim-Bfl-1 binding inhibition | inhibition, % at 10 µM | 190,000 tested, 0.12% active | AID 1008;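 note: 0% = wells without compound plus tracer and 100% = blocker peptide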
Mcl1 Noxa PPI = disrupts binding of human Mcl-1 to Noxa peptide; Q07820; AID 1022; TR-FRET Mcl-1/Noxa peptide binding, 2 h; 220,000 tested, 1.5% active; inhibition, % at 21.7 µM;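 active = compounds that cut the protein-peptide binding signal by more than 50% relative to plate controls in a single-dose test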;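 note: His-tagged Mcl-1 with rhodamine Noxa BH3 peptide and terbium anti-His antibody; 0% = Mcl-1 plus Noxa peptide wells and 100% = peptide-only wells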
RGS8-Gao = modulates binding of RGS8 to human Galphao. P09471. AID 1423. multiplexed bead flow cytometry; actives lie on both sides. 220,000 tested, 0.34% active. response (percent of control binding), % at 10 µM; in the data active = response below about 60% or above about 140%; inactive = in between;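 note: Galphao activated as the GDP aluminium fluoride complex binding bead-coupled RGS8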
RGS7-Gao = human RGS7-Galphao interaction regulation | AID 1439 | 220,000 tested, 0.35% active | binding response (% of control), % at 10 µM | P09471 | Multiplexed bead flow cytometry, RGS7-Galphao binding; actives lie on both sides; in the data active = binding response below about 49% or above about 150%; inconclusive = no clear call, values can overlap the other calls; inactive = in between;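 note: fluorescent Galphao held in activated GDP-AlF4 state binding bead-coupled RGS7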
RGS4-Gao reg = human RGS4-Galphao interaction regulation; P09471; Multiplexed bead flow cytometry, RGS4-Galphao binding; actives lie on both sides; binding response (% of control), % at 10 µM; 220,000 tested, 0.33% active; AID 1415; in the data active = binding response below about 49% or above about 150%; inactive = in between;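 note: fluorescent Galphao activated with aluminum fluoride binding bead-coupled RGS4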
Bim-Bcl-2 = human Bim-Bcl-2 interaction inhibition | Bead-based flow cytometry, Bim peptide-Bcl-2 binding | inhibition, % at 10 µM | P10415 | 190,000 tested, 0.06% active | AID 950; in the data active = inhibition above about 40%; inconclusive = no clear call, values can overlap the other calls;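 note: 0% = no compound wells with probe peptide and 100% = reference peptide inhibitor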
Target sequence (P10415 whole entry, looked up): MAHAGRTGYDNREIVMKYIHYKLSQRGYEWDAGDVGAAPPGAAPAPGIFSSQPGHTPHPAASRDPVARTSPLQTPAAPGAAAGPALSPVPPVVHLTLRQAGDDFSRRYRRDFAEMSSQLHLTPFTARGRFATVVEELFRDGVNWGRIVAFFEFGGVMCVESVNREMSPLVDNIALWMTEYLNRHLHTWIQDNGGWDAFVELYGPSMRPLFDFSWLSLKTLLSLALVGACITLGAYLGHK
Mcl1 Bid PPI = Mcl-1/Bid interaction inhibition. TR-FRET Mcl-1/Bid-Dy647 peptide binding, 1536-well. inhibition, % at 21.7 µM. 220,000 tested, 0.97% active. AID 1021;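 active = compounds that cut the binding signal by more than half at the single screening dose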;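 note: His-tagged Mcl-1 with europium anti-His antibody binding Bid BH3 peptide; 0% = Mcl-1 plus peptide wells and 100% = peptide-only wells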
Bim-Bcl-W = disrupts Bim peptide binding to human Bcl-W; Q92843; bead-based flow cytometry; inhibition, % at 10 µM; 190,000 tested, 0.02% active;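 note: 0% = bound tracer without compound and 100% = peptide blocker; higher means less fluorescent Bim peptide bound to Bcl-W beads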
Target sequence (Q92843 whole entry, looked up): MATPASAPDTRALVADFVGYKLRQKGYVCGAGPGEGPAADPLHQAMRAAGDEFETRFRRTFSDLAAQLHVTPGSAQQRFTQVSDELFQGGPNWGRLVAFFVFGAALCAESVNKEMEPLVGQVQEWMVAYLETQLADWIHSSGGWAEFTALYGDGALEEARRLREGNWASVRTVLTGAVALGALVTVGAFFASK
The depositor's hits bear a star; ? = inconclusive; · = no result given. Cut-off read from the data, not from the text of the source, unless noted: active = inhibition above about 40%.

#	Bcl-B Bim block	Mcl-1 Bim block	Bim-Bcl-XL	Bim-Bfl-1	Mcl1 Noxa PPI	RGS8-Gao	RGS7-Gao	RGS4-Gao reg	Bim-Bcl-2	Mcl1 Bid PPI	Bim-Bcl-W	SMILES
1	-4	0	0	-3	6	100	98	100	-1	-37	0	CC(C)OCCCNc1ncc2c(n1)CC(c1ccc(N(C)C)cc1)CC2=O (configuration not stated)
2	-5	0	-1	-10	-2	98	94	97	-7	-16	1	CNC(=O)c1nnc(Cc2ccc(F)cc2)o1
3	-5	2	-1	-1	17	102	102	103	0	-15	0	CC(=O)Nc1ccc2nc(NC(=O)COc3cccc(C)c3)sc2c1
4	-3	0	-6	-3	71*	100	99	102	-5	29	0	O=C(COC(=O)c1ccc(NS(=O)(=O)c2cccs2)cc1)Nc1nc2c(F)c(F)c(F)cc2s1
5	-4	0	-7	-5	28	102	102	101	-5	65*	0	COC(=O)Cn1cc(/C=N/NC(=O)COc2cccc3cccnc23)c2ccccc21
6	-1	0	-1	-1	3	105	100	101	-2	-28	1	COc1ccc(CCNC(=O)CCC(=O)N2CCN(S(=O)(=O)c3ccc(Cl)cc3)CC2)cc1OC
7	-5	-1	-2	-11	11	100	95	101	-8	12	0	CC(NC(=O)Cn1nc(C(F)(F)F)c2c1CCC2)c1ccccc1 (configuration not stated)
8	-9	-10	-12	-4	-9	100	99	99	-8	-3	-5	COc1ccccc1C1NC(c2ccccc2OC)C(C)C(=O)C1C (configuration not stated)
9	-11	0	-5	-11	15	105	99	99	-5	-21	-3	O=C(CSC1=NCCS1)N1CCc2ccccc21
10	-4	-4	-4	-3	-8	110	104	100	-2	-11	0	O=C1CC(c2ccco2)CC(O)=C1C=NCCO (configuration not stated)
11	-7	-11	-6	-2	10	101	101	100	-6	8	-8	O=C(NCC1CCCO1)c1sc2cc(Cl)ccc2c1Cl (configuration not stated)
12	-12	-2	-6	-15	-2	105	106	108	-6	8	-4	O=C1CC(c2ccccc2)CN1Cc1ccccc1 (configuration not stated)
13	-1	0	0	-3	14	106	102	100	-9	-77	0	CC1CCc2cccc3c2N1c1cc(C#N)c(C#N)cc1O3 (configuration not stated)
14	0	0	0	2	-3	88	95	94	3	-32	5	Cc1ccc(S(=O)(=O)Nc2ccc(-c3nnc(SCC#N)n3C)cc2)cc1
15	0	1	4	0	-8	103	97	98	-1	-6	3	CC(NC(=O)Nc1ncccn1)(C(F)(F)F)C(F)(F)F
16	-2	1	0	-3	7	99	104	103	0	-19	-1	CC1CC(C)CN(C(=O)CCc2ccccc2)C1 (configuration not stated)
17	-4	3	-5	-11	16	102	101	106	0	-52	1	CCn1c(SCC(N)=O)nc2sc3c(c2c1=O)CCCC3
18	·	·	·	·	16	101	?	93	·	-15	·	CCC(=O)NC(=S)Nc1ccc(NC(=O)c2cccnc2)cc1
19	-10	-4	-5	-16	4	97	97	101	-10	5	-2	O=C1C2C3C=CC(C4CC34)C2C(=O)N1/N=C/c1ccc(-c2ccccc2[N+](=O)[O-])o1 (configuration not stated)
20	-1	0	0	5	23	103	101	102	1	-8	0	COc1ccc(CCNC(=O)CN2CCN(c3ccccc3Cl)CC2)cc1
21	-1	0	-2	-5	12	111	117	116	-2	-16	1	O=C(COc1ccc2ccccc2c1Br)Nc1ncn[nH]1
22	2	1	0	5	-16	89	94	92	3	0	0	Cc1cc(-c2nnc(CCC(=O)NCc3ccc(F)c(F)c3)o2)no1
23	-8	-9	-5	0	15	98	100	107	-11	3	-3	Cc1ccc2nc(-c3ccc(NS(=O)(=O)c4ccccc4)cc3)sc2c1
24	0	-1	1	0	7	101	102	100	-3	-2	-1	CCCC(C)C(=O)Nc1ccc(Cl)cn1 (configuration not stated)

Reprinted at random: 7 compounds from above.
#	Bcl-B Bim block	Mcl-1 Bim block	Bim-Bcl-XL	Bim-Bfl-1	Mcl1 Noxa PPI	RGS8-Gao	RGS7-Gao	RGS4-Gao reg	Bim-Bcl-2	Mcl1 Bid PPI	Bim-Bcl-W	SMILES
23	-8	-9	-5	0	15	98	100	107	-11	3	-3	Cc1ccc2nc(-c3ccc(NS(=O)(=O)c4ccccc4)cc3)sc2c1
17	-4	3	-5	-11	16	102	101	106	0	-52	1	CCn1c(SCC(N)=O)nc2sc3c(c2c1=O)CCCC3
19	-10	-4	-5	-16	4	97	97	101	-10	5	-2	O=C1C2C3C=CC(C4CC34)C2C(=O)N1/N=C/c1ccc(-c2ccccc2[N+](=O)[O-])o1 (configuration not stated)
22	2	1	0	5	-16	89	94	92	3	0	0	Cc1cc(-c2nnc(CCC(=O)NCc3ccc(F)c(F)c3)o2)no1
24	0	-1	1	0	7	101	102	100	-3	-2	-1	CCCC(C)C(=O)Nc1ccc(Cl)cn1 (configuration not stated)
21	-1	0	-2	-5	12	111	117	116	-2	-16	1	O=C(COc1ccc2ccccc2c1Br)Nc1ncn[nH]1
18	·	·	·	·	16	101	?	93	·	-15	·	CCC(=O)NC(=S)Nc1ccc(NC(=O)c2cccnc2)cc1

Remaining list, next part
#	Bcl-B Bim block	Mcl-1 Bim block	Bim-Bcl-XL	Bim-Bfl-1	Mcl1 Noxa PPI	RGS8-Gao	RGS7-Gao	RGS4-Gao reg	Bim-Bcl-2	Mcl1 Bid PPI	Bim-Bcl-W	SMILES
25	-5	2	-1	-9	12	101	102	102	-7	-3	1	CC(C)CC(=O)NN1CCCCC1
26	-4	-1	-5	-9	-21	112	104	104	-6	-10	0	N/C(CCN1CCOCC1)=N/O
27	-4	0	-3	-5	11	104	108	102	-7	-29	-2	CC(C)(C)C1c2[nH]c3ccccc3c2CCN1CCCn1cccn1 (configuration not stated)
28	-2	0	-2	-6	5	98	?	99	-3	-20	-2	CCn1c2ccccc2c2cc(/C=N/O)ccc21
29	-3	-1	-4	0	5	101	101	102	-1	6	-4	Cc1c(NC(=O)Nc2cccc(Cl)c2)c(=O)n(-c2ccccc2)n1C
30	-8	0	-4	-10	31	99	100	97	-10	32	2	CCOC(=O)c1c(C)nc2ccccc2c1C
31	67*	21	1	54*	13	100	91	95	78*	-26	-7	O=C(COc1ccc(Br)cc1CNC1CCCCC1)NCCc1ccccc1
32	-7	-2	-6	-16	9	106	111	106	-10	-23	0	COc1cc(-c2nnc(SCC(=O)N3CCCC3)o2)cc(OC)c1OC
33	-6	-4	-4	-3	4	102	103	102	-2	7	-2	Cc1ccc(C(=O)NCC(=O)NCC(=O)OCC(=O)c2cccs2)cc1
34	-2	0	-4	-1	3	103	98	101	-2	-5	0	CN(C)CCNc1nc(-c2ccccc2)c2c(c1C#N)CC(C)(C)OC2
35	-1	3	1	4	-1	98	103	104	4	16	1	Brc1ccc(-c2cnc(-c3cccs3)o2)cc1
36	3	-2	0	-3	-14	100	100	103	2	-10	0	Cc1ccc2nsnc2c1S(=O)(=O)NCc1ccncc1
37	-6	-4	-5	-13	14	103	102	102	-4	0	-5	Cc1ccc2nc(N(CCN(C)C)C(=O)/C=C/c3cccs3)sc2c1
38	·	·	·	·	15	101	100	100	?	10	·	Cc1ccc(C23CC4CC(CC(CC(=O)N5CCOCC5)(C4)C2)C3)cc1
39	0	4	0	-5	12	107	108	107	0	-5	4	CCCC(=O)Nc1ccc2c(c1)C(=O)NC2=O
40	-8	-5	-4	-11	-6	102	101	100	-7	97*	-1	CC1(C)CC(=O)C2=C(C1)OC(N)=C(C#N)C2c1cccc(OC(=O)c2ccco2)c1 (configuration not stated)
41	-6	0	-4	-6	-8	98	100	104	-7	-49	0	CCOC(=O)C(=O)Nc1nccs1
42	3	3	1	8	17	81	99	96	0	20	0	Cc1ccc(/C=N/NC(=O)c2ccccc2OCc2ccc(F)cc2)o1
43	-6	4	-10	-10	3	100	95	101	-7	-12	4	COCC(=O)NC1CC2CCCC(C1)N2Cc1ccccc1 (configuration not stated)
44	-3	3	-1	-5	7	101	100	98	3	-112	5	CCOc1ccc(N2CC(=O)Nc3ccccc3NCC2=O)cc1
45	-11	-5	-7	-19	5	99	102	96	-8	-16	-3	COC(=O)c1cc(OC)c(OC)cc1NC(=O)c1ccoc1C
46	-4	-3	-4	-2	1	105	97	104	-5	-18	-10	Cc1cccc(N(CC(=O)NCCSCc2ccccc2)S(C)(=O)=O)c1C
47	·	·	·	·	17	102	?	102	·	6	·	Cc1ccnc2nc(C(=O)OCC(=O)c3c[nH]c4ccccc34)nn12
48	-6	-1	-20	-13	3	100	100	100	-9	3	-3	COc1cc(C2C(C(C)=O)=C(O)C(=O)N2c2ccc(C)cc2)ccc1O (configuration not stated)
49	1	2	0	-5	17	100	96	99	0	-7	4	COC(=O)C1CCN(Cc2cn(-c3ccccc3)nc2-c2ccc3c(c2)OCO3)CC1
50	-3	2	-3	-7	6	102	103	101	-5	-15	1	COc1ccc(CCn2c(C)cc3c(c2=O)C(c2ccncc2)C(C#N)=C(N)O3)cc1OC (configuration not stated)
51	·	·	·	·	9	99	?	101	·	-18	·	O=C(c1ccc([N+](=O)[O-])cc1)N1CCN(c2cccc3[nH]ccc23)CC1
52	-7	0	-14	-9	-26	97	93	92	-6	-5	0	Brc1ccc(Sc2cnc3ccccc3n2)cc1
53	0	0	1	-5	11	101	100	100	0	-6	1	O=C(NC1CCCCC1)c1cc(C(=O)c2ccccc2Br)c[nH]1
54	0	1	0	-6	-7	100	95	98	-5	4	0	CC(=O)Nc1nc(SCC(=O)Nc2nnc(C)s2)[nH]c(=O)c1NC(=O)c1cccs1
55	-10	0	-6	-10	-9	103	102	105	-6	12	1	COc1ccc(OC)c(C(=O)CSc2nnc(-c3ccc(OC)c(OC)c3)o2)c1
56	-10	-3	-5	-10	18	99	?	99	-5	-6	-4	CC(=O)c1c(-c2ccc(C)cc2)nc2c3ccccc3ccn12
57	-3	-2	-4	0	13	101	101	98	-1	-11	-1	CN1CCC(N(C)C(=O)COc2ccc(S(=O)(=O)N3CCOCC3)cc2)CC1
58	-6	0	0	-5	-4	101	105	98	0	-41	0	COc1ccccc1NC(=O)c1ccc([N+](=O)[O-])cc1[N+](=O)[O-]
59	0	0	-5	0	-24	101	100	103	-1	-11	-2	C/C(CC(=O)Nc1ccccn1)=N\NC(=O)C(=O)Nc1cccc(C)c1
60	-9	-3	-3	1	9	106	100	101	1	-27	-2	CCNC(=S)N/N=C(\C)c1cccc([N+](=O)[O-])c1
61	-2	2	0	3	-8	101	107	102	1	-15	3	CC(C)Cn1c(C(C)C)nc([N+](=O)[O-])c1Sc1ccc(Cl)cn1
62	3	1	-1	0	21	98	98	96	1	63*	-3	OC(CNCC(c1ccco1)N1CCCCC1)c1ccccc1 (configuration not stated)
63	·	·	·	·	3	100	?	100	·	16	·	Cc1ccc(S(=O)(=O)N(C)C)cc1NC(=O)c1cc(C(C)(C)C)nn1Cc1ccccc1
64	-5	-4	-1	-4	-41	104	101	108	-8	-38	-2	Nc1nc(-c2ccccn2)nc(N)c1Cc1ccccc1F
65	-5	0	-5	-4	28	101	96	102	-3	-44	-4	CC1(C)Oc2ccc3ccc(=O)oc3c2/C(=C/Nc2ccc(O)cc2)C1=O
66	-3	-6	-3	1	-2	98	91	95	0	-13	-4	Cc1cc(C)c(C#N)c(SCC(=O)NN2CC(=O)N(c3ccccc3F)CC2=O)n1
67	-5	-3	-7	0	8	91	103	98	0	24	-2	O=C(Nc1nc(-c2ccc(F)cc2)cs1)c1cnccn1
68	-4	-2	-1	-10	17	96	89	93	-1	-36	0	O=C(C1CCN(Cc2nc(Cc3cccc(F)c3)no2)CC1)N1CCOCC1

Hits appear at their usual frequency (roughly 2.7% active in at least one column).
